FLuc modulator: firefly luciferase modulation, counter-screen for miR-21 project. P08659. purified FLuc, Km substrates, luminescence inhibition. Potency, µM (highest dose often 57.5 µM), for inactives: at the top dose activity change, negative = inhibition, hits mostly inhibitors. hit rate 6.9% among 360,000. AID 588342;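 note: plate controls were vehicle for no effect and reference inhibitor for full effect; nearly all actives have a fitted effect of over 55% in size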
Target sequence (P08659 whole entry, looked up): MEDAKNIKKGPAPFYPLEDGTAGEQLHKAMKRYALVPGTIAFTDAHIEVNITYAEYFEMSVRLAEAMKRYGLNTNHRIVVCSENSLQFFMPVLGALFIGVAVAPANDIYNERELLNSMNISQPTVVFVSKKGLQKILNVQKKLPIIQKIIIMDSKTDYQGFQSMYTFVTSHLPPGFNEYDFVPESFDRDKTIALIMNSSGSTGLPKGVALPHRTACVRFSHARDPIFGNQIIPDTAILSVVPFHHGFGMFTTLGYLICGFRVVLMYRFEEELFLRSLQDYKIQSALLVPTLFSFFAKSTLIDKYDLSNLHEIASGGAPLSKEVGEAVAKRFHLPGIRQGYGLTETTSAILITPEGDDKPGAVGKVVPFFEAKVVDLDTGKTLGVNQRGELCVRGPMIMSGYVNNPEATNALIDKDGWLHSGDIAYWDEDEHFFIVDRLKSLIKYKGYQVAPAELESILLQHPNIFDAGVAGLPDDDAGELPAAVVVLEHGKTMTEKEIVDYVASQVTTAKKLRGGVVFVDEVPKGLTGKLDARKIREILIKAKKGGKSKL
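Purified P. pyralis luciferase, 10 nM final, with Km-level 10 uM D-luciferin and 10 uM ATP in 50 mM Tris acetate pH 7.5, 10 mM Mg acetate, 0.01% Tween-20, 0.05% BSA; 6-point qHTS titration about 60 µM downward; luminescence read.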
BRCA1 expr act: activators of BRCA1 expression; MCF7-BRCA1-FFLuc reporter, luminescence, 48 h; response scale: scaled: vehicle 0%, 10 µM genistein 100%; Potency, µM (top dose mostly 46.1 µM), without a hit: top-dose activation, hits mostly activators; hit rate 1.1% among 380,000; AID 624202; note: nearly all actives have a fitted effect of over 80% in size; some results filed as inactive show a strong effect at the top dose
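Activators of BRCA1 expression were detected as increased firefly luciferase luminescence in engineered MCF7 cells after 48 h compound incubation. Signals were scaled to genistein 10 microM as full activation.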
Numbers without * were called inactive; ? = inconclusive. Calls come from the whole dose curve; as a rule, active = well fitted curve in the direction sought with a large enough effect; inconclusive = small, poorly fitted or top-dose-only effect, or another doubt; inactive = no such curve, though single readings can be large; an effect the other way counts as inactive or inconclusive. Potency is the fitted concentration of half-maximal effect.

SMILES	FLuc modulator	BRCA1 expr act
CCCN(CCC)C(=O)Cn1c(=O)n(Cc2ccc(C(=O)NCCc3ccc(Cl)cc3)cc2)c(=O)c2ccccc21	?	8%
CCCCn1c(CCCNC(=O)c2cccc(C)c2)nc2ccccc21	-10%	-14%
COc1cc2c(=O)n(Cc3ccccc3Cl)c(=O)n(CC(=O)Nc3ccccc3)c2cc1OC	-1%	-22%
CCn1c(=O)cc(OCC(=O)N2CCN(c3cccc(Cl)c3)CC2)c2ccccc21	-14%	13%
COc1ccc2c(c1)c1c(c(=O)n(-c3ccccc3C)c(=O)n1Cc1cccc(C(F)(F)F)c1)n2C	-3%	-12%
O=C(Nc1c(C(=O)Nc2cccc(F)c2)oc2ccccc12)c1cc2ccccc2o1	?	-21%
COc1ccc(CNc2nc3c(-c4ccc(C)cc4)nnn3c3ccccc23)cc1	3%	1%
COc1ccc(N(CC(=O)N2CCc3ccccc3C2)S(=O)(=O)c2ccc(C)cc2)cc1Cl	-12%	0%
COc1ccc(NC(=O)CCc2c(C)nc3cc(-c4cccc(F)c4)nn3c2C)cc1Cl	?	-29%
CCOc1ccc(CCNC(=O)Cn2nc(C)n3c(cc4occc43)c2=O)cc1OCC	-9%	4%
O=C(Nc1ccc2nc(SCC(=O)N3CCc4ccccc43)sc2c1)c1cccc(Cl)c1	-2%	9%
COc1ccc(-c2nc(C)c(CCNC(=O)c3cccs3)s2)cc1	27µM*	83%
COc1ccc(C)c2sc(NC(=O)c3ccc(S(=O)(=O)N4CCCCC4)cc3)nc12	-3%	-2%
Cc1cc(F)ccc1NC(=O)CCS(=O)(=O)c1cccc2nsnc12	-1%	0%
Cc1cc(C)c2oc(-c3ccc(C)c(NC(=O)/C=C/c4ccco4)c3)nc2c1	21µM*	-45%

Gathered by group: those above with two or more sulfur atoms.
SMILES	FLuc modulator	BRCA1 expr act
O=C(Nc1ccc2nc(SCC(=O)N3CCc4ccccc43)sc2c1)c1cccc(Cl)c1	-2%	9%
COc1ccc(-c2nc(C)c(CCNC(=O)c3cccs3)s2)cc1	27µM*	83%
COc1ccc(C)c2sc(NC(=O)c3ccc(S(=O)(=O)N4CCCCC4)cc3)nc12	-3%	-2%
Cc1cc(F)ccc1NC(=O)CCS(=O)(=O)c1cccc2nsnc12	-1%	0%

Later entries:
SMILES	FLuc modulator	BRCA1 expr act
CN1CCN(CCCNC(=O)c2cnn(-c3ccc(F)cc3)c2-n2cccc2)CC1	0%	6%
COc1cccc(NC(=O)Cc2ccc(NC(=O)N3CCCCc4ccccc43)cc2)c1	?	-11%
CCOC(=O)c1cccc(NC(=O)c2ccc3c(Cl)c4c(nc3c2)CCC4)c1	0.3µM*	?
COc1ccc2c(c1)c1c(c(=O)n(-c3ccccc3C)c(=O)n1CC(=O)Nc1c(C)cccc1C)n2C	-2%	-15%
CCCN(C(=O)Cn1cc(S(=O)(=O)N2CCN(c3ccccc3F)CC2)c2ccccc2c1=O)c1cccc(C)c1	1%	-3%
O=C(OCc1cc(=O)n2nc(C3CC3)sc2n1)c1ccccc1Cl	17µM*	12%
COc1ccccc1CNC(=O)CN1C(=O)CCc2cc(S(=O)(=O)N3CCOCC3)ccc21	0%	-4%
C=CCc1ccccc1OCCn1c(C2CC(=O)N(Cc3ccc(F)cc3)C2)nc2ccccc21 (configuration not stated)	-2%	0%
CCn1cc(C(=O)N2CCN(c3ccccc3F)CC2)c(=O)c2cc(S(=O)(=O)N(C)C3CCCCC3)ccc21	?	17%
CCc1noc(-c2ccc(N3CCCCC3C)c([N+](=O)[O-])c2)n1 (configuration not stated)	?	?
Cc1ccc(S(=O)(=O)c2cnc(SCC(=O)Nc3ccccc3C(F)(F)F)[nH]c2=O)cc1C	11µM*	18%
COc1cccc(-c2ccc3c(N)c(C(=O)c4ccc(Cl)cc4)sc3n2)c1	4%	-19%
O=C(CSC1=Nc2ccccc2N=C(c2ccc(F)cc2)C1)NCc1ccc(F)cc1	2%	5%
COc1ccc(OC)c(CCNc2nccn(-c3ccc(C)c(C)c3)c2=O)c1	-19%	0%
OCc1cnc(SCc2ccccc2F)n1Cc1ccc(F)cc1	-8%	22%

Look-ups from the results shown.
`COc1ccc2c(c1)c1c(c(=O)n(-c3ccccc3C)c(=O)n1Cc1cccc(C(F)(F)F)c1)n2C` | FLuc modulator: -3%
`CCn1cc(C(=O)N2CCN(c3ccccc3F)CC2)c(=O)c2cc(S(=O)(=O)N(C)C3CCCCC3)ccc21` | BRCA1 expr act: 17%
`COc1ccccc1CNC(=O)CN1C(=O)CCc2cc(S(=O)(=O)N3CCOCC3)ccc21` | BRCA1 expr act: -4%
`CCCN(C(=O)Cn1cc(S(=O)(=O)N2CCN(c3ccccc3F)CC2)c2ccccc2c1=O)c1cccc(C)c1` | BRCA1 expr act: -3%

The results go on.
SMILES	FLuc modulator	BRCA1 expr act
COc1ccc(N(CC(=O)Nc2cccc(Cl)c2C)S(=O)(=O)c2c(C)nn(C)c2C)cc1	1%	-32%
COc1ccc(CCNC(=O)CCCCCn2c(=O)[nH]c3cc(OC)c(OC)cc3c2=O)cc1OC	0%	0%
COc1ccc2oc(-c3ccc(C)c(NC(=O)COc4cc(C)cc(C)c4)c3)nc2c1	-1%	2%
CC(C)c1nn2c(=O)cc(COC(=O)c3cccs3)nc2s1	11µM*	?
O=C(Cn1c(=O)n(-c2ccccc2)c(=O)c2c3c(sc21)CCCC3)Nc1ccc(F)cc1	-5%	14%
COc1cccc(CNc2nc3c(-c4ccccc4)nnn3c3ccccc23)c1	-4%	5%
O=C(Nc1ccccc1Cl)C1CCN(c2nc3ccccc3nc2C(F)(F)F)CC1	-9%	-7%
Cc1ccc(-c2nc(C)c(CCNS(=O)(=O)c3ccc(F)c(C(F)(F)F)c3)s2)cc1	0%	0%
CCn1cc(C(=O)NC(C)c2ccccc2)c(=O)c2cc(S(=O)(=O)N3CCc4ccccc4C3)ccc21 (configuration not stated)	-2%	-53%
CCSc1nc2c([nH]c3ccccc32)c(=O)n1-c1cccc(OC)c1	-13%	-65%
Cc1cccc(NC(=O)CN2C(=O)c3ccccc3Sc3ncccc32)c1C	-3%	0%
Cc1c(Cl)cccc1-n1nc(C)c2c(C)cc(=O)n(CC(=O)N3CCCc4ccccc43)c21	-9%	-1%
Cc1cccc(NC(=O)Cn2c(=O)n(CC3CCC(C(=O)NCCc4ccccc4)CC3)c(=O)c3ccccc32)c1C (configuration not stated)	-1%	13%
Cc1cccc(C(=O)Nc2cc3nn(-c4ccc(C(C)C)cc4)nc3cc2C)c1	2.1µM*	54%
CCc1ccccc1NC(=O)N(C)CCc1c(C)nn(C)c1C	1%	0%
CCc1ccc(S(=O)(=O)NCc2cccn2Cc2cccc(C)c2)cc1	-13%	-29%
Cc1ccc(CCNS(=O)(=O)c2ccc3c(c2)C(C(C)C)C(=O)N3)cc1 (configuration not stated)	2%	-35%
O=C(Nc1ccc(F)c(F)c1)c1ccc(=O)n(Cc2ccc(F)cc2)c1	-1%	-28%
COc1ccc(C)cc1NC(=O)C(Cc1ccccc1)NS(=O)(=O)c1cccs1 (configuration not stated)	-5%	-20%
CCCCN(C)CCCNC(=O)CN1C(=O)COc2ccc(S(=O)(=O)N3CCC(C)CC3)cc21	-1%	-11%
CCc1cccc(NC(=O)C2CCC(CNS(=O)(=O)c3csc(C(N)=O)c3)CC2)c1 (configuration not stated)	6%	-2%
COc1ccc(N(CC(=O)Nc2cc(OC)cc(OC)c2)S(=O)(=O)c2c(C)noc2C)cc1	-9%	-38%
COc1cccc(CN2C(=O)c3ccccc3Sc3ccc(C(=O)NCCc4ccc(C)cc4)cc32)c1	5%	11%
COc1cccc(CNC(=O)CSC2=Nc3ccccc3N=C(c3ccc(F)cc3)C2)c1	-14%	-32%
COc1ccc(Cl)cc1NC(=O)C1CCCN(S(=O)(=O)c2ccc3c(c2)CCCC(=O)N3)C1 (configuration not stated)	-18%	2%
CCOc1ccc(NC(=O)c2oc3ccccc3c2NC(=O)Cc2cccs2)cc1	2%	57%
COc1ccc(NC(=O)CSc2cn(CCNC(=O)c3c(F)cccc3F)c3ccccc23)cc1	-16%	8%
CCS(=O)(=O)N1CCc2cc(C(=O)Nc3cc([N+](=O)[O-])ccc3C)ccc21	1%	0%
O=C(c1cccc(F)c1)N1CCC(c2c[nH]c3ccccc23)(c2c[nH]c3ccccc23)CC1	6%	2%
CCOC(=O)c1cc(S(=O)(=O)Nc2ccc(OC(F)(F)F)cc2)[nH]n1	?	-5%

Ordered by the number under BRCA1 expr act (highest first): 3 of the compounds above.
mol | BRCA1 expr act
CCOc1ccc(NC(=O)c2oc3ccccc3c2NC(=O)Cc2cccs2)cc1 | 57%
Cc1ccc(S(=O)(=O)c2cnc(SCC(=O)Nc3ccccc3C(F)(F)F)[nH]c2=O)cc1C | 18%
COc1cccc(CN2C(=O)c3ccccc3Sc3ccc(C(=O)NCCc4ccc(C)cc4)cc32)c1 | 11%

Next part:
SMILES	FLuc modulator	BRCA1 expr act
CCn1c(=O)c2cc(C(=O)NCc3cc(OC)ccc3OC)sc2c2ccccc21	5%	1%
COc1ccc(C(=O)NC(c2ccccc2Cl)c2cc(Cl)c3cccnc3c2O)cc1 (configuration not stated)	1%	-44%
COCc1cc(C)n(CC(=O)Nc2cccc(C(C)=O)c2)c(=O)c1C#N	2%	-4%
O=C(Nc1ccc(F)cc1)[C@H](Cc1ccccc1)N1Cc2ccccc2C1=O	2%	-8%
COc1ccc2[nH]c3c(c2c1)CCN(C(=O)CCC1CCCC1)C3c1ccc(F)cc1 (configuration not stated)	0%	-15%
CC(C)c1ccc(NC(=O)c2cnn3c(C(F)F)cc(-c4ccccc4)nc23)cc1	-8%	14%
Cc1cc(C)c2oc(-c3ccc(Cl)c(NC(=O)c4cccs4)c3)nc2c1	4.3µM*	-50%
CCOC(=O)c1ccc2c(c1)N(CC(=O)Nc1ccc(CC)cc1)C(=O)c1ccccc1S2	-2%	10%
Cc1ccc(NC(=O)Cn2c(=O)n(CCCCC(=O)NCCc3ccccc3)c(=O)c3ccccc32)cc1	-1%	-3%
Cc1ccc(/C=C/c2onc(C)c2S(=O)(=O)N2CCC(C(=O)Nc3cc(F)ccc3F)CC2)cc1	-6%	5%
CC(C)Cn1cc(NC(=O)N2CCN(c3cccc(Cl)c3)CC2)c2ccccc2c1=O	3%	-19%
CCOc1ccc(NC(=O)c2cnn3c(C(F)F)cc(-c4ccc(C)cc4)nc23)cc1	1%	4%
O=C(CCCCn1c(=O)c2ccccc2n(Cc2cccc(F)c2)c1=O)NCCc1ccccc1	-9%	2%
COC(=O)c1cnc(N2CCN(c3ccccc3F)CC2)c2ccccc12	0%	-8%
CCOc1ccc(C(=O)OCc2cc(=O)n3nc(C(C)C)sc3n2)cc1	2%	-11%
CC(C)c1ccc(N2C(=O)N(Cc3cccc([N+](=O)[O-])c3)c3ccccc3S2(=O)=O)cc1	-2%	-9%
Cc1ccc2c(c1)C(=O)OC(C(=O)Nc1ncc(Cc3ccccc3)s1)C2 (configuration not stated)	0%	2%
COc1ccc(-n2c(C)c(C(C)=O)c3cc(OC(=O)COc4ccccc4)ccc32)cc1	4%	0%
CCc1ccccc1NC(=O)c1cc(S(=O)(=O)N2CCC(C)CC2)cn1C	2%	-21%
COc1ccc(S(=O)(=O)NCCc2sc(-c3cccnc3)nc2C)cc1OC	0%	7%
COc1ccc(OC)c(NC(=O)CN2C(=O)CCc3cc(S(=O)(=O)N4CCCCC4)ccc32)c1	-1%	-1%
CC(C)c1ccc(NC(=O)Cc2ccc(NC(=O)N3CCCCc4ccccc43)cc2)cc1	?	2%
COc1ccc(Cl)cc1NC(=O)CSc1nc(=O)[nH]c2c1CCC2	-12%	0%
CCOc1ccc(C(=O)c2oc3ccccc3c2NC(=O)c2cc(-c3ccccc3)on2)cc1	0%	5%
CN(Cc1ccccc1)c1ccc(-c2nc(-c3ccccn3)no2)cc1[N+](=O)[O-]	?	72%
CCS(=O)(=O)N1CCc2cc(C(=O)NCc3ccc(OC)cc3)ccc21	5%	0%
Cc1csc2nc(-c3cccc(NC(=O)c4ccccc4F)c3)cn12	6.7µM*	1%
CC(CNC(=O)CCCn1c(=O)c2cccn2c2cccnc21)c1ccccc1 (configuration not stated)	-11%	11%
CC(C)c1ccc(S(=O)(=O)Nc2ccc3oc4c(c3c2)C(=O)CC(C)(C)C4)cc1	-9%	14%
Cc1ccc(N(Cc2cccs2)C(=O)c2ccccc2Cl)cc1	?	8%
Cn1c(=O)c2c(nc(Oc3ccc(F)cc3)n2Cc2ccc(F)cc2)n(C)c1=O	6%	-8%
CC(=O)Nc1ccc(Nc2ncnc3sc4c(c23)CCCC4)cc1	-18%	-15%
COc1ccc(CCNc2nc(-c3ccc(F)cc3)cc(C(F)(F)F)n2)cc1OC	2%	-35%
CCOC(=O)c1c(C)[nH]c(C)c1S(=O)(=O)NCC(=O)Nc1ccc(CC)cc1	7%	-2%
CCn1nc(C)c(CCN(C)C(=O)Nc2ccc(C)c(Cl)c2)c1C	-2%	2%
NCc1nc2cccnc2n1Cc1ccccc1Cl	-2%	11%
CCOc1ccc(CCNC(=O)CS(=O)(=O)Cc2nc(-c3cccc(Cl)c3)oc2C)cc1	-6%	-9%
CCCc1noc(-c2ccc(NCc3ccc(C)cc3)c([N+](=O)[O-])c2)n1	-3%	-1%
CCc1nn2c(-c3ccccc3OC)ccnc2c1-c1ccc(F)cc1	-13%	-19%
O=C(Cn1c(=O)n(Cc2ccco2)c(=O)c2ccccc21)Nc1ccc(Cl)cc1Cl	3%	-1%
O=[N+]([O-])c1cc(-c2nc(-c3ccccc3)no2)ccc1NCc1cccnc1	-11%	-1%
CCOc1ccc(CNCCSc2nnnn2C)cc1	6%	-2%

The list is partial; count on the stated rates, not on these rows.
